Source: PubChem (several laboratories)
MC4R antagonist: antagonists of human melanocortin 4 receptor (MC4R) | P32245 | inhibition, % at 6.5 µM | AID 540295 | MC4R-expressing cells, MTII-stimulated cAMP, LANCE TR-FRET | 360,000 tested, 0.48% active;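 active = inhibition above its plate's cutoff, the mean of tested wells on that plate plus 3 SD, cut at about 29% in these data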;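 note: 0% = Melanotan II alone and 100% = Melanotan II plus saturating MCL0020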
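System: U2OS cells stably expressing human melanocortin 4 receptor (MC4R). Reagent: Melanotan II challenge after compound preincubation. Doses: 6.5 µM. Times: 30-min compound, 1-h challenge, 1-h detection, room temperature. Measured by: TR-FRET with Eu-cAMP and labeled anti-cAMP, 671 nm. Replicates: singlicate.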
Vif imaging: HIV Vif inhibition | 340,000 tested, 0.35% active | HEK293T cells, Vif self-association by quenched fluorescence, imaging, 24 h | inhibition, % at 7.49 µM; in the data active = inhibition above about 50%, passing the limit was not always enough; note: some results filed as inactive read as strong as hits
ABHD5 PLIN5 PPI: ABHD5-PLIN5 protein interaction inhibition. Split G. princeps luciferase complementation, luminescence, 4 h. inhibition, % at 4 µM. Q00G26+Q8WTS1. 360,000 tested, 0.78% active;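 active = inhibition above the mean inhibition across every tested compound plus 3 SD, cut at about 22% in these data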;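 note: 0% = DMSO only wells and the 100% control is not disclosed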
Target sequence (Q00G26 whole entry, looked up): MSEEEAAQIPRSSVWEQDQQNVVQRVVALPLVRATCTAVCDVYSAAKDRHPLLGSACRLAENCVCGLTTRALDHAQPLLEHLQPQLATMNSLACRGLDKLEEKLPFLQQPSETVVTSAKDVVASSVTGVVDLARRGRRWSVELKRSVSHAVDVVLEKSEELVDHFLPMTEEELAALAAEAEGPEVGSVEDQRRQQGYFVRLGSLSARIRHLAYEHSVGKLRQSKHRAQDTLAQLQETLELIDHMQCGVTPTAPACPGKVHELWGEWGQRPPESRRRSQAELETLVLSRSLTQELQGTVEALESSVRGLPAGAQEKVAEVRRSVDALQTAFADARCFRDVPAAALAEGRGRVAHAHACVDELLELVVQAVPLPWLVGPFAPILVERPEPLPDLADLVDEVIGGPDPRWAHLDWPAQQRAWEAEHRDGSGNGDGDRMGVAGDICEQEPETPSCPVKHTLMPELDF
Target sequence (Q8WTS1 whole entry, looked up): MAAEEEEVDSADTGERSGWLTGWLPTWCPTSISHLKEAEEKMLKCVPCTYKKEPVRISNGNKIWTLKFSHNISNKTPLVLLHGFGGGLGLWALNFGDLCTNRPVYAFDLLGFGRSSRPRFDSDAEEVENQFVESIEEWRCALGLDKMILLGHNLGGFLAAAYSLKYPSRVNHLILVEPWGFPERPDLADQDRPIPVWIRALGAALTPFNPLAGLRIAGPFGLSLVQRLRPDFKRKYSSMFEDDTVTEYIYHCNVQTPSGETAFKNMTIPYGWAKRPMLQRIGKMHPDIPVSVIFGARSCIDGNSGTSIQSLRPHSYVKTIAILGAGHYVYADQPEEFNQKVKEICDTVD
N-glyco inh: N-linked glycosylation inhibition. D54 ERlucT glycosylation luciferase reporter, 24 h; percent of 100 nM tunicamycin response. reporter increase, % at 12.5 µM. 360,000 tested, 0.23% active;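 active = mean luciferase reporter signal, scaled so untreated is 0 and the glycosylation-blocking control 100, at or above a set limit in every replicate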;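 note: luciferase carries N-glycosylation sites so blocking glycosylation raises the light; 0% = median of neutral control wells and 100% = median of 100 nM tunicamycin wells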
MC4R ag barr: activates human MC4R beta-arrestin recruitment | 360,000 tested, 0.98% active | U2OS MC4R beta-arrestin complementation, luminescence; percent of melanotan II response, DMSO zero | activation, % at 8.9 µM;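 active = activation above a per-plate cutoff, the mean activation of sample wells on that plate plus 3 SD, cut at about 8% in these data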
Granule exo inh: blocks lytic granule exocytosis | TALL-104 LAMP-1 surface exposure, flow cytometry; cells stimulated with thapsigargin and PMA | inhibition, % at 10 µM | 360,000 tested, 0.66% active | AID 651702;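 active = inhibition above about 55%, limit read from the data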
TLR9-MyD88 inh: TLR9-MyD88 interaction inhibition. CHO BLA complementation TLR9-MyD88, CCF4 FRET ratio. 340,000 tested, 0.21% active. Q9NR96+Q99836. AID 504734. inhibition, % at 4.98 µM;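 active = inhibition above the mean over all tested compounds plus 3 SD, cut at about 21% in these data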;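 note: 0% = DMSO only wells and 100% = clavulanate BLA inhibitor control wells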
ABCB6 inh 2: blocks the human ABCB6 transporter. Q9NP58. K562-ABCB6 porphyrin accumulation, flow cytometry, 1 h; active compounds read low. fluorescence ratio to DMSO, % at 10 µM. 360,000 tested, 0.19% active. AID 602162;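 active = fluorescence ratio to DMSO below 75%, the collection mean minus 3 SD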;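 note: signal is porphyrin accumulated inside mitochondria; 100% equals median channel fluorescence of DMSO control wells; lower ratio means ABCB6 inhibition with less porphyrin fluorescence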
aDG glyco act: increases alpha dystroglycan glycosylation; activation, % at 10 µM; AID 624168; Pro5-aDG cells, alpha-DG glycosylation AlphaScreen (IIH6); 0% Pro5, 100% B10-LARGE cell signal; 360,000 tested, 0.22% active;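 active = activation of at least 8% versus controls, or a plate z-score of at least 8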;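 note: Pro5 are CHO cells carrying HIG-tagged alpha-DG that lacks glycosylation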
NOD2 RIPK2 PPI: inhibitors of human NOD2-RIPK2 interaction | CHO BLA complementation NOD2-RIPK2, CCF4 ratio | inhibition, % at 4.98 µM | AID 624267 | 360,000 tested, 0.38% active; in the data active = inhibition above about 21%;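 note: 0% = vehicle only and 100% = reference blocker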
Starred values were filed as active, the others as inactive; / = not tested or not shown. Some of the compounds tested; count on the stated rates, not on these rows.

molecule,MC4R antagonist,Vif imaging,ABHD5 PLIN5 PPI,N-glyco inh,MC4R ag barr,Granule exo inh,TLR9-MyD88 inh,ABCB6 inh 2,aDG glyco act,NOD2 RIPK2 PPI
Cc1ccc(N2C(=O)CC(Sc3nccc(C)n3)C2=O)cc1 (configuration not stated),0.2,0.2,0.1,-0.6,0.1,15.0,-0.9,97.0,0.0,-10.8
Cc1cc2c(=O)n(C)c(SCC(=O)c3cc4ccccc4o3)nc2s1,9.6,-1.6,-5.1,2.8,-0.9,-8.2,1.5,97.0,0.1,-7.6
CCC1CCCCN1C1Sc2ccc(C(=O)OC)cc2NC1=O (configuration not stated),3.1,-9.4,2.8,2.5,1.9,0.1,4.2,96.0,0.2,-12.3
Cc1cc(C)n(C(C)CNS(=O)(=O)c2ccc(Cl)cc2)n1 (configuration not stated),-7.4,12.2,7.7,3.5,-1.2,-2.7,2.7,98.0,0.0,-12.4
CC(Oc1ccc(Br)cc1)C(=O)Nc1cc(Cl)ccc1N1CCN(C)CC1 (configuration not stated),-3.5,3.3,11.9,-5.1,1.4,-5.5,-5.2,98.0,0.4,-2.3
COc1cccc(-c2nn(-c3ccccc3)cc2C(=O)n2nnc3ccccc32)c1,9.1,1.7,3.4,4.4,-1.1,-0.5,-8.7,101.0,0.0,-1.3
CCOCCSc1nnc2nc(C)cc(C)n12,-6.4,21.9,-1.8,-0.6,-2.5,20.0,-10.7,92.0,-0.2,-0.8
CCCc1ccc(C(O)c2ncc(-c3cccc(OC)c3)[nH]2)cc1 (configuration not stated),2.4,-12.5,-3.5,-0.2,-1.3,-5.7,/,96.0,0.0,5.8
COc1ccc(C(=O)Nc2cc([N+](=O)[O-])ccc2N2CCCC2)cc1,22.1,-9.9,-1.9,1.7,0.0,0.7,-3.7,94.0,-0.2,-5.6
N#Cc1ccc(-c2ccc(F)cc2)nc1Oc1ccc(Cl)c(Cl)c1,10.2,-4.6,-0.9,-0.1,-1.0,-1.4,-5.0,100.0,-0.3,-46.5
COCCn1c(C)cc(C(=O)COC(=O)/C=C/c2c(C)nn(C3CCS(=O)(=O)C3)c2Cl)c1C (configuration not stated),3.7,-2.8,0.9,-0.2,0.9,0.4,1.5,99.0,0.0,-12.7
C=CCc1cccc(/C=N/NC(=O)CCCNc2ccc(C)cc2)c1O,-0.8,-2.0,-5.3,0.9,15.7*,-5.6,0.9,93.0,0.4,-4.2
COc1ccc2nc(C)cc(SCC(=O)NNC(=O)COc3cccc4ccccc34)c2c1,-1.4,4.0,3.8,1.3,0.6,-6.7,3.1,84.0,-0.2,-12.1
CCCc1ccc(C(O)c2ncc(-c3ccccc3)[nH]2)cc1 (configuration not stated),2.8,-0.9,-2.6,0.4,0.6,16.6,/,106.0,-0.3,-4.7
O=C(O)CC(C(=O)Nc1ccc(Cl)c(Cl)c1)C1CCCO1 (configuration not stated),1.0,/,1.3,1.2,-1.4,0.7,11.8,103.0,-0.3,-10.6
O=C(O)c1ccccc1C(=O)N1N=C(c2ccccc2)CC1c1ccccc1O (configuration not stated),6.7,-11.3,1.0,-0.6,-0.2,-1.5,5.3,95.0,-0.1,4.3
O=C(O)/C=C/C(=O)N1N=C(c2ccco2)CC1c1ccco1 (configuration not stated),0.9,-11.8,10.5,-1.0,-0.9,4.1,-10.6,98.0,-0.1,-6.7
O=[N+]([O-])/C(C=Nc1ccccc1O)=C\Nc1ccccc1O,8.3,-13.9,-3.8,-2.4,0.4,-7.7,2.2,102.0,1.8,3.1
Nc1ccc2oc(CCc3ccccc3)nc2c1,3.4,1.8,-16.3,-6.0,-1.5,1.9,2.1,99.0,-0.3,0.2
CCCC(=O)Nc1nnc(SCC(=O)Nc2ccc3c(c2)OCO3)s1,2.2,9.1,3.1,-2.1,2.8,-2.4,6.3,97.0,-0.2,-4.1
Cc1cccc(NC(=O)/C(C#N)=C/c2cccc([N+](=O)[O-])c2)n1,10.6,-2.0,0.8,1.9,-2.4,11.5,-0.2,99.0,0.1,0.0
COc1ccc(Cl)cc1NC(=O)CN(C)C(=O)Cc1n[nH]c(=O)c2ccccc12,-3.6,5.7,1.9,-1.0,-0.7,0.3,-0.2,96.0,0.0,-18.5
Cc1nn(C)c(C)c1Nc1ccc(N2C(=O)C3C4C=CC(C4)C3C2=O)cc1[N+](=O)[O-] (configuration not stated),-2.9,4.0,5.6,1.2,-0.8,0.8,-0.8,99.0,0.0,-0.7
Cc1nonc1OC(C)CNc1ccc([N+](=O)[O-])cc1 (configuration not stated),3.6,5.5,-2.0,-1.2,-2.6,1.0,14.8,97.0,0.1,0.2
O=C(CSc1nnc(SCc2ccccc2)s1)N/N=C/c1c(Cl)cccc1Cl,10.8,0.7,-2.0,-0.9,8.1,-2.5,0.6,93.0,0.1,-7.3

Following part.
molecule,MC4R antagonist,Vif imaging,ABHD5 PLIN5 PPI,N-glyco inh,MC4R ag barr,Granule exo inh,TLR9-MyD88 inh,ABCB6 inh 2,aDG glyco act,NOD2 RIPK2 PPI
N=c1c(C(=O)NCCc2ccccc2)cc2c(=O)n3ccccc3nc2n1CC1CCCO1 (configuration not stated),10.0,13.9,21.9,7.7,-1.3,28.4,-29.8,101.0,0.2,-28.4
COCCNC(=O)CSc1nc2ccccc2c(=O)n1CCC(=O)NCCc1ccc(OC)c(OC)c1,1.2,-3.9,-5.1,3.0,-1.4,10.9,-4.2,95.0,0.3,0.1
COc1ccccc1-n1cnnc1SC1CCOC1=O (configuration not stated),5.8,-1.1,0.5,1.0,-1.0,1.2,-3.5,107.0,-0.3,-9.0
CCCC(=O)Nc1ccc(Cl)c(NC(=O)c2ccc([N+](=O)[O-])cc2Cl)c1,11.4,-1.9,2.6,-1.4,0.7,0.1,1.8,98.0,0.0,1.9
COc1cc(CCCN2C(=O)C(=O)NC[C@@H]2CC2CCCCC2)cc(OC)c1OC,6.0,/,-1.2,0.5,-0.7,-1.8,8.3,102.0,0.0,-8.4
CC(C)C(=O)N1CCN(c2ccc(NC(=O)c3ccc(Br)o3)cc2)CC1,-0.5,/,5.2,-1.2,-1.7,1.7,-1.7,93.0,0.3,-10.5
O=C(Nc1ccc2c(c1)OCCO2)c1ccc(NC(=O)C2CCCO2)cc1 (configuration not stated),14.4,6.2,3.4,-2.3,-0.8,-0.4,-27.2,98.0,-0.2,-4.2
O=C(O)Cc1ccc(NC(=O)CCN2C(=O)c3ccc([N+](=O)[O-])cc3C2=O)cc1,6.6,1.2,3.9,1.2,-3.2,-2.3,-11.4,99.0,0.3,-2.6
CCC(c1ccccc1)C(CC)c1cc(O)c(O)c(O)c1 (configuration not stated),0.6,11.3,-10.2,7.2,6.2,-9.2,-8.5,106.0,0.2,7.3
Cc1cc2nc(-c3ccc[nH]c3=O)n(Cc3ccccc3F)c2cc1C,12.3,-8.5,-8.3,2.4,-2.2,-0.5,-2.4,90.0,0.1,3.6
CCCc1cc(=O)[nH]c(SCC(=O)N2c3ccccc3NC(=O)C2(C)C)n1,-3.3,2.3,-4.8,-0.1,0.9,0.1,-1.9,104.0,0.2,-1.6
CC1(c2ccccc2)C(C#N)C(=O)NC(=O)C1C#N (configuration not stated),6.4,-1.8,-0.5,0.5,-1.1,9.9,-2.9,100.0,0.0,-2.8
COc1ccc(N2CC(C(=O)NCCc3ccc(Cl)cc3)CC2=O)cc1 (configuration not stated),12.8,3.0,4.3,-0.1,-0.7,-4.8,0.3,101.0,0.0,-11.4
CSCCC(C)N1CCC(Oc2ccc(C(=O)NCc3ccccn3)cc2)CC1 (configuration not stated),0.1,/,-8.1,-1.1,1.2,-8.5,-12.4,98.0,0.0,0.8
O=C(O)CCC(=O)NN1C(=O)c2ccccc2NC1c1ccco1 (configuration not stated),14.0,11.9,2.4,0.6,0.8,3.2,-4.6,94.0,0.0,-13.6
O=C(NNC(=O)c1ccc(F)cc1F)c1ccc2c(c1)OCO2,-5.6,-8.9,4.2,0.8,-2.1,-5.4,-8.7,98.0,0.1,-7.6
O=C(NC1CCCCC1)C(c1cccs1)N(CCCN1CCOCC1)C(=O)c1ccc(-c2ccccc2)[nH]1 (configuration not stated),1.6,-0.1,1.7,-6.0,-0.1,0.0,-2.0,89.0,1.0,8.5
O=C(OC1CCOC1=O)c1ccc(Cl)c(S(=O)(=O)N2CCCCC2)c1 (configuration not stated),34.2*,16.0,0.8,0.9,1.0,-2.8,-4.3,99.0,-0.2,-3.9
CCc1ccc(/C=N/NC(=O)c2ccc(OC3CCCC3)cc2)s1,1.5,-3.2,-2.8,-0.8,-0.9,3.5,-1.3,97.0,0.3,2.4
COc1ccccc1C(=O)Nc1ccccc1C(=O)NC1CCCCC1,-1.8,-11.0,5.8,-2.3,0.8,0.1,-14.2,94.0,0.2,-8.8
COc1ccc(/C(C)=N/NC(=O)C2C3CCCCC32)c(OC)c1 (configuration not stated),-5.4,-0.4,-4.2,0.4,-0.8,-2.8,-9.2,101.0,-0.3,-1.4
Cc1c(Cl)c([N+](=O)[O-])nn1CCCC(=O)N(Cc1ccccc1)Cc1ccccc1,2.5,-15.9,1.7,-5.3,0.6,-1.2,-5.8,99.0,4.6,-3.2
O=C(O)c1ccc(N2C(=O)CC(N3CCN(c4ccc(Cl)cc4)CC3)C2=O)cc1 (configuration not stated),3.7,5.5,2.7,0.2,0.0,4.9,5.6,96.0,-0.3,0.5
COC(=O)[C@@]12C[C@@H](CC(=O)NCCc3ccccc3OC)C(=O)N(Cc3ccco3)C1=CCC(C)(C)C2,/,/,6.3,/,/,-3.1,/,/,-0.3,13.7
O=C1NCCNC1c1ccccc1 (configuration not stated),1.3,2.8,3.8,-0.3,-0.2,0.1,-4.9,100.0,-0.1,-8.5

The list goes on.
molecule,MC4R antagonist,Vif imaging,ABHD5 PLIN5 PPI,N-glyco inh,MC4R ag barr,Granule exo inh,TLR9-MyD88 inh,ABCB6 inh 2,aDG glyco act,NOD2 RIPK2 PPI
CC(C)NC(=O)CSc1nnc(-c2ccncc2)n1-c1ccccc1,1.9,0.0,-0.4,3.2,0.9,-1.0,-2.4,96.0,0.1,-10.8
COc1ccccc1OCCSc1nc2ccc([N+](=O)[O-])cc2s1,-1.3,-0.2,-5.0,0.0,0.5,3.5,-8.3,94.0,-0.2,-14.4
C/C=C/C(=O)OCC(=O)Nc1cc(-c2cc(C)c(C)cc2C)nn1-c1ccccc1,5.5,-3.6,1.6,-1.3,-1.0,4.1,-0.2,94.0,-0.3,4.5
CCN1CCC(=NNC(=O)c2ccc(C)c([N+](=O)[O-])c2)CC1,13.1,-10.8,1.9,-2.5,-0.5,-1.4,-5.2,143.0,-0.3,-1.0
CNC(=O)COc1coc(CN2CCN(c3ccc(OC)cc3)CC2)cc1=O,1.2,4.5,7.6,-0.1,-0.4,5.2,-5.5,99.0,-0.2,-2.9
CN(C)CCNC(=O)c1onc(CSc2ccc(F)c(F)c2)c1C(=O)NCCN(C)C,8.9,1.2,-9.4,-0.8,0.2,-0.6,-0.1,100.0,0.6,0.9
